# Screening data from PubChem BioAssay.
# BRCT inh red: inhibitors of human BRCA1 BRCT-phosphoprotein interaction (red fluorophore); BRCT-phosphopeptide binding, red fluorescence polarization; Potency, µM (top dose mostly 76.9 µM), without a hit: top-dose activity change, negative = inhibition, most hits filed as inhibitors; hit rate 0.03% among 75,000; AID 892; also: % is scaled to controls: 0 for no effect and ±100 for the full control effect
#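 Fluorescence polarization: 100 nM His-tagged BRCA1 BRCT with 100 nM TAMRA-labelled phospho-BACH1 decapeptide, phosphate buffer pH 7.3 with 150 mM NaCl, DTT, 0.01% Tween 20; 12 min RT. Binding inhibition seen as FP decrease.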
# Caspase-7 inhib: blocks human caspase-7 allosterically or competitively; P55210; recombinant caspase-7, Ac-DEVD-AFC fluorescence rate; Potency, µM (series often up to 57.5 µM), inactives show top-dose activity change, negative = inhibition, hits mostly inhibitors; hit rate 0.02% among 75,000; AID 889; active = well fitted inhibition curve with a large enough effect in the main read-out, with a control signal flat, not every such curve was filed as active; inconclusive = small, poorly fitted or top-dose-only effect, or a change in a side signal; also: potency is read from the fitted curve at half-maximal effect; % of control where 0% means no effect
# USP2a inhib: inhibitors of human ubiquitin-specific protease USP2a | O75604 | USP2a enzymatic assay, qHTS inhibition | Potency, µM (titrated, usually from 38.3 µM), inactives show top-dose activity change, negative = inhibition, usual class: inhibitors | hit rate 0.1% among 60,000;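 also: potency is read from the fitted curve at half-maximal effect; nearly all actives have a fitted effect of over 60% in size; plate controls were DMSO for no effect and NEM full inhibition control for full effect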
# Target sequence (O75604 whole entry, looked up): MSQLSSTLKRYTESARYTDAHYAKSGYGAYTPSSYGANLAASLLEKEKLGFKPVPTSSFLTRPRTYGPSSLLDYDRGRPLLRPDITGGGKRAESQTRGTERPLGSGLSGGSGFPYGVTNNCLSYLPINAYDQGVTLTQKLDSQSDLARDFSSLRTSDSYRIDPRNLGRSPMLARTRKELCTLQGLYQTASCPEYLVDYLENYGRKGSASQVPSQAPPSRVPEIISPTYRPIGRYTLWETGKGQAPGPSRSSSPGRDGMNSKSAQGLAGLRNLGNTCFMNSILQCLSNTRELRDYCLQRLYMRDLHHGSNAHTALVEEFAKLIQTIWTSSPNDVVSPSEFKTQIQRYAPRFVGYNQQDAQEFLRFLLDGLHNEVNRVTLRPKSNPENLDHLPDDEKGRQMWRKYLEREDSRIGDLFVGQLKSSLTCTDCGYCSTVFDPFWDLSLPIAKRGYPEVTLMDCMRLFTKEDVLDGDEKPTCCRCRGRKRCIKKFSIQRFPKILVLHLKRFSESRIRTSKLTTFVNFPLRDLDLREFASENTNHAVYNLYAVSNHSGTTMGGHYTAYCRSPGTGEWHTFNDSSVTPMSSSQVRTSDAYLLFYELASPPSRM
#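 Inhibition is measured in a cell-free coupled assay with 20 nM USP2 core, 20 nM Ub-PLA2 and 20 uM NBD C6-HPC, 2.5 h incubation. Activity normalized to NEM control.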
# Epigenetic mod: epigenetic modulators derepressing GFP locus in mouse cells; Potency, µM (top dose mostly 46.1 µM), for the others: at the top dose GFP derepression (activation); hit rate 0.09% among 68,000; mouse C127i GFP locus derepression, cytometry, 30 h; also: % of control where 0% means no effect
#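 Locus derepression in mouse mammary C127i cells whose integrated CMV-GFP reporter is normally silent; GFP expression after 30 h compound treatment was quantified by counting fluorescent cells.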
# BRCT inh green: blocks human BRCA1 BRCT binding to phosphopeptide, green readout. P38398. BRCA1 BRCT-phosphopeptide binding, green fluorescence polarization. Potency, µM (series often up to 76.9 µM), for the others: at the top dose activity change, negative = inhibition, actives largely listed as inhibitors. hit rate 0.05% among 75,000. AID 875;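 also: potency is read from the fitted curve at half-maximal effect; plate controls were peptide without protein for full effect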
#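 Compounds were incubated for 12 min at room temperature with a complex of 100 nM fluorescein-tagged pBACH1 decapeptide and 250 nM His-tagged BRCT protein. Buffer was phosphate pH 7.3 with EDTA, DTT and Tween 20. Disruption of binding lowers the polarization signal.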
# Fluorescein fluor: compound fluoresces in the fluorescein spectral region; max fluorescein-equivalent concentration, M; hit rate 0.91% among 59,000; AID 593; Compound autofluorescence, 480/540 nm, fluorescein-equivalent; active compounds read high; in the data active = max fluorescein-equivalent concentration above about 10 nM; inconclusive = between about 1.1 nM and that limit
#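 Compounds were pin-transferred into 100 mM Tris buffer, pH 8.0, and incubated 15 min at room temperature. Fluorescence was read at 480 nm excitation/540 nm emission. Signals were normalized to an on-plate six-point fluorescein standard curve as dye-equivalent concentration.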
# Ub-GFP proteasome: inhibits proteasome, raising ubiquitin-GFP reporter fluorescence. Potency, µM (series often up to 45.9 µM), without a hit: top-dose activation (GFP accumulation), most hits filed as activators. 67,000 tested, under 10 active. Ubiquitin-GFP reporter cells, proteasome inhibition, GFP fluorescence; response scale: untreated = 0%, 10 µM MG-132 = 100%; active = well fitted activation curve with a large enough effect, not every such curve was filed as active; inconclusive = small, poorly fitted or top-dose-only effect, or another doubt; inactive = no such curve, though single readings can be large or run the other way; also: potency is read from the fitted curve at half-maximal effect
#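 U2OS cells expressing ubiquitin(G76V)-GFP, seeded overnight in 0.5% FBS medium, then treated 4 hr at 37 C across 46 uM to 2.9 nM. GFP-positive cells counted by laser cytometry (488 ex/515 em); %activity scaled between basal and 10 uM MG-132.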
# A350 autofl: compounds fluorescent in Alexa 350 spectral region | Compound autofluorescence, 340/450 nm, Alexa 350 dye-equivalents; active compounds read high | max dye-equivalent concentration, M | hit rate 11% among 59,000 | AID 590; in the data active = max dye-equivalent concentration above about 10 nM; inconclusive = mostly about 1.1 nM to 9.6 nM
# HEK293 cAMP ctrl: parental HEK293 cAMP activation (counter-screen) | parental HEK293 CNG cAMP sensor, membrane potential fluorescence | Potency, µM (titrated, usually from 57.1 µM), without a hit: at the top dose activation, hits mostly activators | hit rate 2.5% among 73,000 | AID 938; also: potency is read from the fitted curve at half-maximal effect; % of control where 0% means no effect; nearly all actives have a fitted effect of over 55% in size
#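 Parental HEK 293 cells stably expressing a cAMP-gated CNG channel were loaded with membrane potential dye containing 100 uM RO 20-1724 for 60 min. Compound added for 30 min; depolarization read as fluorescence intensity at 590 nm.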
# Casp1 inh: caspase-1 (human) inhibition, allosteric or competitive | P29466 | hit rate 0.03% among 75,000 | Caspase-1 enzyme, Ac-WEHD-AFC fluorogenic rate | Potency, µM (highest dose often 57.5 µM), inactives show at the top dose activity change, negative = inhibition, hits mostly inhibitors | AID 900;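 also: potency is read from the fitted curve at half-maximal effect; plate controls were vehicle for no effect and no substrate for full effect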
# Target sequence (P29466 120-297 limits assumed): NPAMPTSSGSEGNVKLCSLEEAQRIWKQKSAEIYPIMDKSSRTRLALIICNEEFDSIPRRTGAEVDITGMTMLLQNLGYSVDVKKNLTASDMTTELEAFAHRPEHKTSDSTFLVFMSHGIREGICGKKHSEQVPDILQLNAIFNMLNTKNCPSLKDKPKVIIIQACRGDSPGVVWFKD
# Target sequence (P29466 317-404 limits assumed): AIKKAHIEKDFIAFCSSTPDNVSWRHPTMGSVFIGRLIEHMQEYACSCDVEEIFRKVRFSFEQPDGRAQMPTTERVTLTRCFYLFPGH
# 4-MU autofl: compound fluoresces in the 4-MU spectral region; hit rate 11% among 59,000; max dye-equivalent concentration, M; AID 589; compound autofluorescence, 340/450 nm, 4-MU equivalents; active compounds read high; in the data active = max dye-equivalent concentration above about 10 nM; inconclusive = mostly about 1.1 nM to 9.6 nM
#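 Intrinsic fluorescence at 340/450 nm (ex/em) was read after 15 min at room temperature in pH 8.0, 100 mM Tris. Each compound concentration expressed as 4-MU-equivalent concentration from a six-point 4-MU standard series on each plate.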
# * = called active by the depositor; i = inactive; ? = inconclusive; · = not tested or not shown; [ ] = remark or other dose. Unless noted, calls follow the shape of the dose curve; as a rule, active = well fitted curve in the direction sought with a large enough effect; inconclusive = small, poorly fitted or top-dose-only effect, or another doubt; inactive = no such curve, though single readings can be large; an effect the other way counts as inactive or inconclusive.
SMILES,BRCT inh red,Caspase-7 inhib,USP2a inhib,Epigenetic mod,BRCT inh green,Fluorescein fluor,Ub-GFP proteasome,A350 autofl,HEK293 cAMP ctrl,Casp1 inh,4-MU autofl
COc1ccc(NC(=O)c2cc(-c3ccc(C)o3)nc3ccccc23)cc1OC,-0.7%,-10%,44%[activator],0%,0.3%,i,0%,5e-08M*,25µM*,-9%,4.4e-08M*
COc1ccccc1N(CC(=O)NCc1ccccc1)S(C)(=O)=O,-1.3%,0%,0%,7%,-0.3%,i,-3%,i,2%,-1%,i
CCc1nc2ccccc2c(C(=O)OCC(=O)NCc2ccco2)c1C,-1.4%,-2%,10%,2%,0.4%,i,0%,i,14%,-1%,i
CCc1ccc2[nH]c(=O)c(CN(CCN3CCCC3)C(=O)NC3CCCCC3)cc2c1,-1.9%,3%,38%[activator],1%,1.3%,?,-1%,?,27%,-1%,?
CCCC(=O)c1ccc(N2CCN(S(=O)(=O)c3ccc(C)cc3)CC2)c(F)c1,0.5%,0%,·,1%,1.0%,i,-1%,i,-4%,-5%,i
Cc1occc1-c1nnc(SCC(=O)N2CCCc3ccccc32)n1Cc1ccco1,0.2%,6%,5%,1%,0.2%,?,-3%,i,?,-1%,i
CCOC(=O)c1ccccc1NC(=O)c1cccs1,-0.8%,0%,3%,2%,-0.4%,·,-6%,·,25µM*,0%,·
O=C(CSc1nnc(CNC(=O)c2cccs2)o1)NCc1ccc(F)cc1,-0.6%,1%,4%,0%,0.8%,i,-5%,i,-9%,-3%,i
COc1ccccc1CNC(=O)C1CCCN(S(=O)(=O)c2cccc3cccnc23)C1 (stereo not drawn),0.0%,-2%,·,1%,0.9%,·,0%,·,9%,-2%,·
C[C@@H](C(=O)NCCc1c[nH]c2ccccc12)[C@H]1C[C@]1(C)[C@H](NC(=O)OCc1ccccc1)c1ccccc1,-3.5%,-2%,·,·,-1.1%,·,·,·,?,-3%,·
CCn1c(CSc2nc(C)cc(C)n2)nnc1SCC(=O)Nc1nc(-c2ccccc2)cs1,1.6%,-2%,19%,-2%,-0.7%,i,2%,?,25%,-3%,?
COc1cc(NC(=O)c2cc3nc(C)cc(C)n3n2)c(OC)cc1Cl,1.0%,-3%,49%[activator],0%,-1.3%,i,5%,?,22%,-4%,?
Cc1cc(C(=O)Nc2cccc(O)c2)co1,-2.3%,-2%,13%,-2%,-1.1%,·,-7%,·,6%,-1%,·
O=C1CC(c2ccc3c(c2)OCO3)c2cc3c(cc2N1)OCCO3 (stereo not drawn),-5.0%,-4%,-6%,-2%,0.4%,i,0%,i,9%,-1%,i
CCOC(=O)N1CCc2c(sc3c2C(=O)NC(c2ccc(-c4ccc(Cl)cc4)o2)N3)C1 (stereo not drawn),-4.6%,-15%,1%,0%,1.2%,i,5%,i,-7%,-16%,i
O=C(O)CC1SC(=Nc2ccccc2)N(c2ccccc2)C1=O (stereo not drawn),-1.6%,-1%,0%,-1%,-0.2%,?,2%,i,-1%,0%,i
COc1ccccc1CCNS(=O)(=O)c1c(C)n(C)c(=O)n(C)c1=O,-2.0%,2%,·,·,-1.4%,·,-1%,·,-4%,-2%,·
O=C(c1cccc(F)c1)N1CCN(C(=O)c2cc(-c3ccc(Cl)cc3Cl)on2)CC1,-0.6%,-8%,13%,-2%,1.9%,i,-8%,i,28%,-1%,i
COc1ccc(NC(=O)c2cc3n(n2)C(C(F)(F)F)CC(c2ccc4c(c2)OCO4)N3)cc1OC (stereo not drawn),-0.9%,-4%,29%,0%,0.1%,i,-3%,?,-8%,-7%,i
CCc1c(C)nc2c(C#N)c[nH]n2c1=O,-1.0%,1%,-2%,4%,1.7%,i,1%,?,7%,-1%,i
COc1ccc(OC)c(-c2[nH]nc3c2C(c2ccco2)C(C#N)=C(N)O3)c1 (stereo not drawn),4.4%,-8%,26%,2%,5.6%,?,0%,?,8%,0%,?
CCNC(=O)CC1C(=O)N(c2ccccc2)C(=O)N1CCc1ccc(OC)cc1 (stereo not drawn),-0.4%,-2%,4%,1%,-0.3%,i,5%,i,-12%[2.29 µM],2%,i
CCOC(=O)N1CCN(C(=O)CCCOc2ccccc2)CC1,-0.9%,-1%,6%,6%,-5.2%,i,0%,i,11%,0%,i
COc1ccc(N2CCCn3c2nc2c3c(=O)n(Cc3ccccc3F)c(=O)n2C)c(OC)c1,-1.8%,-1%,20%,-3%,-3.7%,?,-3%,i,21%,0%,i
CN1CCN(S(=O)(=O)c2ccc(NC(=O)Cc3cccs3)cc2)CC1,1.7%,-8%,13%,-3%,0.8%,i,-4%,i,2%,-5%,i

# The final 5 compounds of the section above lead into the next:
SMILES,BRCT inh red,Caspase-7 inhib,USP2a inhib,Epigenetic mod,BRCT inh green,Fluorescein fluor,Ub-GFP proteasome,A350 autofl,HEK293 cAMP ctrl,Casp1 inh,4-MU autofl
COc1ccc(OC)c(-c2[nH]nc3c2C(c2ccco2)C(C#N)=C(N)O3)c1 (stereo not drawn),4.4%,-8%,26%,2%,5.6%,?,0%,?,8%,0%,?
CCNC(=O)CC1C(=O)N(c2ccccc2)C(=O)N1CCc1ccc(OC)cc1 (stereo not drawn),-0.4%,-2%,4%,1%,-0.3%,i,5%,i,-12%[2.29 µM],2%,i
CCOC(=O)N1CCN(C(=O)CCCOc2ccccc2)CC1,-0.9%,-1%,6%,6%,-5.2%,i,0%,i,11%,0%,i
COc1ccc(N2CCCn3c2nc2c3c(=O)n(Cc3ccccc3F)c(=O)n2C)c(OC)c1,-1.8%,-1%,20%,-3%,-3.7%,?,-3%,i,21%,0%,i
CN1CCN(S(=O)(=O)c2ccc(NC(=O)Cc3cccs3)cc2)CC1,1.7%,-8%,13%,-3%,0.8%,i,-4%,i,2%,-5%,i
CC(=O)N1CCN(c2ccc(Oc3ncnc4sccc34)cc2)CC1,0.4%,-1%,-4%,1%,-1.4%,?,0%,i,?,1%,i
CCCc1cc(C(=O)Nc2sc(C(C)=O)c(C)c2C(=O)OCC)no1,1.8%,-1%,·,·,-0.3%,·,3%,·,5%,3%,·
CC(=O)c1cc(C)ccc1OC(=O)c1ccco1,0.6%,-1%,-6%,6%,-2.4%,·,0%,·,-1%,1%,·
CC(C)Cc1nc2oc3c(=O)[nH]cnc3c2c2c1CCC2,-1.3%,-1%,0%,0%,-5.4%,?,4%,i,4%,1%,i
Cc1n[nH]c(C)c1S(=O)(=O)N1CCN(c2ccccn2)CC1,0.0%,0%,4%,0%,-0.8%,i,-3%,i,-3%,1%,i
O=C(OCC(=O)N1CCCCC1)c1c[nH]c(=O)[nH]c1=O,-2.1%,-1%,-2%,0%,0.0%,?,4%,i,2%,4%,i
CCCn1c(C)cc(C(=O)CN2C(=O)c3ccccc3C2=O)c1C,-0.4%,1%,1%,0%,-0.8%,i,1%,i,-2%,1%,i
NC(C(=O)O)C(O)C(=O)O (stereo not drawn),2.2%,-1%,-6%,·,-1.8%,·,·,·,·,2%,·
COCCOC(=O)c1c(C)n(C)c2ccc(OC(=O)C3CC3)cc12,-0.6%,0%,12%,2%,-0.4%,i,-2%,1.8e-08M*,0%,-3%,1.2e-08M*
Cn1c(=O)c2c(nc(NC(Cc3ccccc3)C(=O)O)n2Cc2ccccc2)n(C)c1=O (stereo not drawn),1.3%,-2%,16%,-4%,0.5%,?,7%,i,?,1%,i
Cc1ccc(C(=O)Nc2ncc(Cc3ccc(F)cc3)s2)o1,0.3%,0%,·,0%,0.7%,?,-4%,i,5%,-6%,i

# In the list so far, two have a cyano group.
SMILES,BRCT inh red,Caspase-7 inhib,USP2a inhib,Epigenetic mod,BRCT inh green,Fluorescein fluor,Ub-GFP proteasome,A350 autofl,HEK293 cAMP ctrl,Casp1 inh,4-MU autofl
CCc1c(C)nc2c(C#N)c[nH]n2c1=O,-1.0%,1%,-2%,4%,1.7%,i,1%,?,7%,-1%,i
COc1ccc(OC)c(-c2[nH]nc3c2C(c2ccco2)C(C#N)=C(N)O3)c1 (stereo not drawn),4.4%,-8%,26%,2%,5.6%,?,0%,?,8%,0%,?

# An excerpt, so the mix of outcomes need not match the whole.
